BoNT A protease – inhibitors of Botulinum neurotoxin A light chain protease. inhibition, % at 10 µM. AID 588499. 360,000 tested, 0.17% active. multiplex microsphere protease substrate cleavage, flow cytometry; note: plate controls were buffer without enzyme for full effect and enzyme alone for no effect
UGM FP inh – inhibitors of M. tuberculosis UDP-galactopyranose mutase | P9WIQ1 | purified UGM, fluorescence polarization probe displacement | inhibition, % at 10 µM | 320,000 tested, 0.06% active | AID 504406; in the data active = inhibition above about 10%, passing the limit was not always enough; inconclusive = no clear call, values can overlap the other calls
BoNT F protease – inhibitors of Botulinum neurotoxin F light chain protease; Multiplex microsphere protease cleavage assay, flow cytometry; inhibition, % at 10 µM; 360,000 tested, 0.22% active; AID 588497; in the data active = inhibition above about 35%, passing the limit was not always enough; inconclusive = no clear call, values can overlap the other calls; note: plate controls were buffer without enzyme for full effect and enzyme alone for no effect
PfHsp40 rescue – compounds rescuing yeast from Plasmodium falciparum HSP40 toxicity; S. cerevisiae expressing PfHsp40, growth rescue, ATP luminescence; growth rescue, % at 12.5 µM; 340,000 tested, 0.68% active; AID 504582; in the data active = growth rescue above about 28%, passing the limit was not always enough; inconclusive = no clear call, values can overlap the other calls;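 note: yeast W303a lacking pdr1 and pdr3 grown in galactose medium; growth measured after three days at 30 °C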
Mtb BioA inh – blocks M. tuberculosis BioA enzyme activity; purified M. tuberculosis BioA enzyme, plate reader; inhibition, % at 9.99 µM; 360,000 tested, 0.096% active; AID 602481; in the data active = inhibition above about 40%; inconclusive = no clear call, values can overlap the other calls
FadD28 FP inh – blocks FadD28 binding to the bisubstrate probe. fluorescence polarization. inhibition, % at 12.5 µM. 360,000 tested, 0.22% active; in the data active = inhibition above about 8.5%, passing the limit was not always enough; inconclusive = no clear call, values can overlap the other calls
Anthrax LF prot – blocks Bacillus anthracis lethal factor protease | 360,000 tested, 0.12% active | multiplex microsphere protease cleavage assay, LF | inhibition, % at 10 µM | AID 588501; note: plate controls were buffer without enzyme for full effect and enzyme alone for no effect
Target sequence (P15917 whole entry, looked up): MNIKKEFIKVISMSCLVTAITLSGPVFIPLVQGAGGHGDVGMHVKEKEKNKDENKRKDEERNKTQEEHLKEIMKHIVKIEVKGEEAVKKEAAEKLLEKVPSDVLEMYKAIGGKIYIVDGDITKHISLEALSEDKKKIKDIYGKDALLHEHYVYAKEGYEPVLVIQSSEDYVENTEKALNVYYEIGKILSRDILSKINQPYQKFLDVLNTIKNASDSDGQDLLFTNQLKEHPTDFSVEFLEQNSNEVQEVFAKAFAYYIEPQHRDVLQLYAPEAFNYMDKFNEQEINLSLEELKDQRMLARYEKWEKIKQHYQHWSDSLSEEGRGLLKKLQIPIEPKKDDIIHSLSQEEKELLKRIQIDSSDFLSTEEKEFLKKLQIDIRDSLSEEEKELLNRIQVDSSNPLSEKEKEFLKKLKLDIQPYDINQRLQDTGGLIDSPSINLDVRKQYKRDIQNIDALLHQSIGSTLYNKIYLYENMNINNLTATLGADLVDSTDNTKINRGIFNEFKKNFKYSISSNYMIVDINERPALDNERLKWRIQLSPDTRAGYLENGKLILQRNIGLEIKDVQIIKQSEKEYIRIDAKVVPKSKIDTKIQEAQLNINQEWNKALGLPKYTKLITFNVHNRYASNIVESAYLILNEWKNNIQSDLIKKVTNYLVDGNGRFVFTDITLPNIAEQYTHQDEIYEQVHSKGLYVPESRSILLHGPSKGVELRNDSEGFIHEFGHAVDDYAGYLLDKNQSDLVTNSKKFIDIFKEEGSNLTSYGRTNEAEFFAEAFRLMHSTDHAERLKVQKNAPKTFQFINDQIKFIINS
Mtb FBA inh – inhibits M. tuberculosis FBA enzyme; P9WQA3; purified M. tuberculosis FBA, fluorescence read-out; inhibition, % at 1 µM; 360,000 tested, 2.3% active; AID 588726; in the data active = inhibition above about 27%;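 note: 0% = vehicle and 100% = reference inhibitor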
GDH-TPI counter – GDH-TPI coupled enzyme inhibition counter-screen; AID 588335; 360,000 tested, 1.2% active; inhibition, % at 4.8 µM; GDH-TPI coupled enzyme counterscreen, NADH absorbance; in the data active = inhibition above about 30%;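 note: 0% = DMSO wells and 100% = wells lacking the enzyme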
* hit, by the source's call; u = inconclusive; x = no result given; & = joins results of further samples. Cut-off read from the data, not from the text of the source, unless noted: active = inhibition above about 30%; inconclusive = no clear call, values can overlap the other calls; inactive = below that.

Each structure is followed by: BoNT A protease	UGM FP inh	BoNT F protease	PfHsp40 rescue	Mtb BioA inh	FadD28 FP inh	Anthrax LF prot	Mtb FBA inh	GDH-TPI counter
COC(=O)C1CCN(C(=O)c2ccccc2Oc2ccccc2)CC1
    1.6	2.1	1.1	-0.2	0.6	-2.7	-4.0	1.0	-14.6
CCOC(=O)c1[nH]c(C)c(C(=O)N2CCN(C(=O)OCC)CC2)c1CC
    0.6	0.8	-4.3	-2.0	5.6	0.6	1.6	-1.4	6.0
Cc1ccc(C2C(C#N)=C(N)Oc3cc(N)ccc32)cc1 (configuration not stated)
    -1.7	3.3	u	0.4	-0.3	2.1	-9.8	-0.3	2.4
Cc1cccc(NC(=O)CSc2nnc(CNC(=O)c3ccc(S(=O)(=O)N(C)C)cc3)n2-c2ccc(F)cc2)c1
    -0.4	2.6	5.0	-1.0	-0.5	-1.1	-2.0	0.8	8.6
CCc1ccc(NC2CC(=O)N(c3ccc(OC)cc3OC)C2=O)cc1 (configuration not stated)
    -0.9	-0.3	-14.7	-1.2	-2.7	1.8	-3.3	-2.8	17.0
COc1ccc(OCCCC(=O)Nc2ccc(OC)c(S(=O)(=O)N3CCOCC3)c2)cc1
    1.7	1.1	-2.7	-1.7	-0.1	-1.1	-6.9	-0.4	-1.4
CCCCNC(=O)c1nc(C2CCN(S(=O)(=O)c3cccc(C(F)(F)F)c3)CC2)oc1-c1cccc(C(F)(F)F)c1
    -0.3	x	-2.8	x	-1.6	-1.4	4.3	-1.5	x
COc1cc(C=O)ccc1OCc1ccncc1
    1.6	0.2	-34.9	1.2	x	-2.0	5.2	4.4	-0.3
CCOCCN1CCN(c2c(C)c(C)nc3cc(-c4cc(OC)cc(OC)c4)nn23)CC1
    -0.1	0.1	-12.0	2.0	1.4	-3.9	-8.1	3.4	0.3
O=C(CN1CCN(c2ccccc2F)CC1)NC(=O)NCc1ccccc1
    0.1	2.7	0.1	0.3	x	-2.5	7.4	-3.9	-2.1
Cc1[nH]nc2c1C1(C(=O)Nc3ccc([N+](=O)[O-])cc31)C(C#N)=C(N)O2 (configuration not stated)
    1.3	-1.5	-1.4	-0.5	3.5	-1.2	-16.0	2.5	11.9
CCNC(=O)C1(C)CCN(C(=O)c2ccccc2OC)C1 (configuration not stated)
    0.5	x	-6.3	x	-0.4	-1.0	-3.0	1.2	2.2
C[C@]12CC[C@H](O)CC1=CCC1C2CC[C@]2(C)C(=O)[C@H](Br)CC12 (some centres not stated)
    -0.2	-1.9	-3.5	0.6	x	-3.6	-0.9	-2.1	12.9
Cc1ccc(C)c(NC(=S)NNC(=O)c2csc3c2CCC(C)C3)c1 (configuration not stated)
    -0.1	1.7	-6.6	62.2*	-0.1	-1.9	-0.4	-0.2	-5.4
COc1cc(C2C3=C(COC3=O)Oc3cc4c(cc32)OCO4)cc(OC)c1O (configuration not stated)
    0.5	x	4.8	1.0	x	-1.2	-8.6	-0.2	-0.9
COc1ccc(NC(=O)C2CCC(C(C)(C)C)CC2)cc1S(=O)(=O)N1CCOCC1 (configuration not stated)
    0.8	-1.7	-0.5	-0.5	1.1	-1.6	-3.6	2.4	0.5
C=CCc1c(N(CC)CC)nc(C)[nH]c1=O
    -0.1	0.6	-2.1	0.7	-0.6	0.9	4.4	1.3	3.7
CCCCCCOC1(c2ccccc2)OC(=O)c2ccccc21 (configuration not stated)
    -0.7	2.2	-3.9	-0.3	2.0	-1.4	-5.1	0.2	7.1
Cc1ccc(NC(=O)C(CC(C)C)NC(N)=O)cc1Cl (configuration not stated)
    0.2	-1.8	-3.1	-1.5	x	-4.0	-0.4	1.2	-10.9
CSCC[C@H](NC(=O)N1CCn2c1nc1ccccc12)C(=O)NCC1CCCO1 (some centres not stated)
    1.5	-2.0	-3.8	-0.7	-0.4	-0.1	0.6	1.6	-6.3
O=C(C=CC(=O)Nc1ccc(F)cc1F)Nc1ccc(F)cc1F
    -0.2	x	-4.6	x	x	-0.6	-6.1	-0.1	x
O=[N+]([O-])c1cccc(-c2cnc3ccccc3n2)c1
    0.1	6.6	-3.2	0.0	-0.6	-0.6	-2.0	4.2	17.5
Cc1ccc(NC(=O)CN2C(=O)c3ccccc3C2=O)cc1
    -1.3	-3.0	-19.9	-0.3	4.0	-3.7	5.8	-0.4	-0.5
CCN(c1ccccc1)S(=O)(=O)c1ccc(F)c(C(=O)O)c1
    0.6	3.2	6.1	-0.3	-2.2	-0.6	-2.1	0.2	-12.0
CC1Cc2ccccc2N1C(=O)C1CCCN(S(=O)(=O)c2cccc3cccnc23)C1 (configuration not stated)
    -0.4	1.5	-7.4	-0.7	-0.9	-4.6	-3.4	-2.4	1.0
CCn1c(=O)c2sccc2n(CC(=O)NC2CCCC2)c1=O
    0.7	-0.4	-2.6	0.5	-5.8	0.4	-1.0	1.0	-4.7
CCCCCCSc1cc(-c2nc3cc(C)ccn3c2NCCCC)ccc1OC
    -1.0&-1.3	0.9	-5.9&-3.6	3.0	-1.9	-2.3	-12.8&-4.3	12.5	15.0
C=CCNC(=O)COC(=O)c1ccc(Sc2nncn2C)c([N+](=O)[O-])c1
    -0.4	3.8	-4.2	0.2	x	-1.8	4.8	6.4	4.8
Cc1[nH]nc2c1C(c1ccoc1)C(C#N)=C(N)O2 (configuration not stated)
    -0.1	1.8	0.4	-0.6	-0.4	-3.1	1.0	-4.9	1.4
COc1cc(CN2C[C@@H](CO)O[C@@H](n3cnc4c(NCc5ccc(F)cc5)ncnc43)C2)cc(OC)c1OC
    0.4	x	1.8	x	1.2	-1.8	0.9	0.4	4.8

Complete entries, quoted from the list. Order of values: BoNT A protease | UGM FP inh | BoNT F protease | PfHsp40 rescue | Mtb BioA inh | FadD28 FP inh | Anthrax LF prot | Mtb FBA inh | GDH-TPI counter
C[C@]12CC[C@H](O)CC1=CCC1C2CC[C@]2(C)C(=O)[C@H](Br)CC12 (some centres not stated) is listed with -0.2 | -1.9 | -3.5 | 0.6 | x | -3.6 | -0.9 | -2.1 | 12.9
CC1Cc2ccccc2N1C(=O)C1CCCN(S(=O)(=O)c2cccc3cccnc23)C1 (configuration not stated) is listed with -0.4 | 1.5 | -7.4 | -0.7 | -0.9 | -4.6 | -3.4 | -2.4 | 1.0

(further entries)
Each structure is followed by: BoNT A protease	UGM FP inh	BoNT F protease	PfHsp40 rescue	Mtb BioA inh	FadD28 FP inh	Anthrax LF prot	Mtb FBA inh	GDH-TPI counter
CN(C#N)c1nccc(-c2cccs2)n1
    -0.4	1.0	-2.2	-0.5	0.5	-2.8	0.3	17.2	-3.9
COc1cccc(NC(=O)NNC(=O)C(C)Oc2ccc3ccccc3c2)c1 (configuration not stated)
    -1.0	0.5	7.0	0.1	4.1	-1.0	2.3	-1.7	-3.5
CC1(C)CC(=O)C2=C(C1)OC(N)=C(C#N)C2c1ccoc1 (configuration not stated)
    -0.7	0.6	3.3	-0.7	x	0.5	-1.1	-1.9	-3.5
Cc1ccc(-n2ncc3c(NNC(=O)Cc4ccccc4)ncnc32)cc1
    0.1	1.3	2.0	-1.4	x	-1.2	-0.6	3.4	2.6
COc1ccc(Nc2nnc(SC(C(=O)Nc3ccc(OC)c(Cl)c3)c3ccccc3)s2)cc1 (configuration not stated)
    0.0	-2.0	-14.2	0.9	x	-1.1	-2.2	1.9	20.6
O=S1(=O)N=C(N2CCN(Cc3ccccc3)CC2)c2ccccc21
    -0.3	-0.4	-21.0	0.5	0.6	-1.2	1.3	0.2	6.8
CCOc1ccc(CCNC(=O)CS(=O)Cc2nc(-c3ccc(OC)c(OC)c3)oc2C)cc1OCC (configuration not stated)
    0.4	-1.8	4.6	0.6	3.0	0.8	0.6	1.4	8.6
Cc1ccc2cc(-c3noc(C(C)(C)C)n3)c(=O)[nH]c2c1
    1.5	2.8	2.8	-0.6	-0.2	0.9	1.5	30.2*	14.8
O=C(CN1C(=O)NC2(CCOc3ccccc32)C1=O)Nc1cccc([N+](=O)[O-])c1 (configuration not stated)
    -3.0	4.3	-6.0	-1.8	1.0	-5.5	-6.9	-2.5	1.8
CC1CC(OC(=O)c2ccccc2)(c2ccccc2)C(C)CN1C (configuration not stated)
    0.0	-0.7	-2.4	1.9	x	-1.8	-4.1	-0.8	2.2
CC(C)C1C(=O)N(Cc2cn(CCC3OCCO3)nn2)CCS(=O)(=O)N1Cc1ccc(-c2ccc(Cl)cc2)cc1 (configuration not stated)
    -0.5	x	-6.1	x	x	-8.8	6.6	0.1	-10.9
COc1ccc(/C=C/C(=O)Nc2cc(S(=O)(=O)N3CCOCC3)ccc2C)cc1OC
    -0.5	2.0	-6.3	-1.5	0.3	-2.2	7.0	5.8	22.5
CC1(N2CCCCC2)CC2(O)C(=[N+]1[O-])CCC/C2=N\O (configuration not stated)
    0.9	2.6	0.7	-2.1	-0.9	-0.1	-0.4	4.8	4.3
COc1ccc(C2c3ccc4ccccc4c3Oc3ncn(CCCO)c(=N)c32)cc1OC (configuration not stated)
    3.0	0.7	u	-0.1	x	-3.6	8.0	3.6	19.7
O=C(N/N=C/c1ccccc1O)c1cccc2ccccc12
    x	2.2	x	32.3*	1.4	-4.7	x	-0.3	11.4
CC(C)OCCCNC(=O)c1ccc2c(c1)NC(=O)c1ccccc1S2
    -2.3	-2.3	-1.3	0.1	-2.8	1.1	-5.5	7.0	7.8
c1ccc2c(c1)cnc1ccccc12
    -1.3&-7.3	1.3&3.6	u	-0.5	-1.5	-2.9&0.4	1.1&0.9	-2.1&1.3	2.9&3.9
Cc1ccc(N2CC(C(=O)N3CCOCC3)CC2=O)cc1C (configuration not stated)
    1.8	0.1	13.2	-0.8	x	x	4.0	1.1	0.0
O=C(CCN1CCN(Cc2ccccc2)CC1)NNC(=O)Nc1cccc([N+](=O)[O-])c1
    -5.0	1.0	-14.0	-0.2	0.3	-2.5	-6.7	0.6	1.0
CCOc1ccc(CN2CCN(Cc3cccn3-c3ncccn3)CC2CCO)cc1 (configuration not stated)
    -0.7	-1.5	2.6	-1.9	-0.4	-2.3	-3.4	-1.7	3.6
Cc1cc(Br)cc2c(C(=O)Nc3c(C)n(C)n(-c4ccccc4)c3=O)cc(-c3cccs3)nc12
    -0.2	-1.6	-0.2	-1.4	x	-1.6	2.1	0.8	18.3
C/C(=N/NC(=O)CNC(=O)CCc1ccccc1)c1ccc(Cl)cc1
    0.9	-1.0	-5.3	1.0	x	-1.4	4.3	-1.8	4.0
COc1ccc(NC(=O)CSc2nnc(NC(=O)c3ccc(S(=O)(=O)N4CCOCC4)cc3)s2)cc1
    -0.3	-0.3	-0.2	2.0	-0.9	-1.6	-3.4	-0.4	-1.2
COc1cccc(C2CCCN2Cc2nc(-c3cnccn3)no2)c1 (configuration not stated)
    -0.9	-0.3	2.3	-1.0	-0.3	-1.6	-2.0	1.9	3.9
O=C(Nc1ccccc1F)c1ccc2sc([C@@H]3O[C@H](CO)[C@H](O)[C@H](O)[C@H]3O)nc2c1
    -0.2	x	-2.4	x	-0.7	-0.6	0.8	1.7	12.9
COc1ccc(CCNC(=O)C2CC3Cn4c(nc5cc(Cl)c(Cl)cc54)C3N2C)cc1 (configuration not stated)
    -0.1	1.3	0.8	-0.9	-2.7	-1.5	3.4	2.3	6.7
C=CCn1c(=O)c2ccccc2n2c(SCC(=O)NCc3cccs3)nnc12
    -0.8	-2.1	-11.7	-0.1	0.6	-1.0	-3.1	3.1	1.9
COc1cc(OC)cc(C(=O)NCCC(c2ccccc2)c2ccccc2)c1
    1.0	2.9	-3.7	1.0	-0.4	-1.8	-16.3	3.9	2.9
C=CCn1c(SCC(=O)NC(=O)NC2CCCC2)nnc1C1CCCCC1
    1.1	-4.1	-8.6	1.7	1.7	-3.7	2.9	-3.4	2.6
Cc1ccc(C)c(C(=O)N2CCN(c3ncccn3)CC2)c1
    0.4	1.0	1.5	-0.2	-0.9	-1.3	-2.9	0.3	10.5
NC(Cc1ccc(C(F)(F)F)cc1)c1csc(Nc2cc(NCc3ccco3)ncn2)n1 (configuration not stated)
    -0.7	x	-18.6	x	-1.5	-17.3	-8.5	-1.0	11.0
CCOC(=O)c1ccc(NC(=S)NC(=O)COc2ccccc2)cc1
    -2.9	1.1	-18.1	-0.4	x	-4.2	0.6	-1.6	-2.5

Assay outcomes: PubChem, several laboratories
